Source: PubChem (The Scripps Research Institute Molecular Screening Center)
PRMT1 inh: blocks human protein arginine methyltransferase 1 | recombinant PRMT1, activity-based probe fluorescence polarization | inhibition, % at 2.79 µM | 370,000 compounds, 1.3% hits;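 active = inhibition above about 21% made by adding two undisclosed values, limit read from the data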
MBD2 DNA inh: blocks human MBD2 binding to methylated DNA | Q9UBB5 | TR-FRET, MBD2 binding to methylated oligonucleotide | inhibition, % at 4.4 µM | 370,000 compounds, 0.31% hits; in the data active = inhibition above about 13%
LEDGF integ inh: blocks HIV-1 LEDGF/p75-dependent DNA integration; TR-FRET IN-LEDGF/p75 DNA integration, Eu/Cy5; inhibition, % at 3.7 µM; 370,000 compounds, 0.64% hits; AID 743269;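 active = inhibition above the screen-wide mean plus 3 SD, cut at about 13% in these data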;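 also: signal is the Cy5 over europium emission ratio at 671 and 618 nm; 0% = plate median of compound wells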
KLK7 zymogen act: activates the human kallikrein-7 zymogen; P49862; purified proKLK7, EDANS-DABCYL substrate fluorescence; 100% is mature enzyme control, 0% vehicle; activation, % at 7 µM; 370,000 compounds, 0.9% hits; AID 652039;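 active = activation above the mean of all tested compounds plus 3 SD, computed per campaign excluding outliers beyond control limits, cut at about 13% in these data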
Target sequence (P49862 whole entry, looked up): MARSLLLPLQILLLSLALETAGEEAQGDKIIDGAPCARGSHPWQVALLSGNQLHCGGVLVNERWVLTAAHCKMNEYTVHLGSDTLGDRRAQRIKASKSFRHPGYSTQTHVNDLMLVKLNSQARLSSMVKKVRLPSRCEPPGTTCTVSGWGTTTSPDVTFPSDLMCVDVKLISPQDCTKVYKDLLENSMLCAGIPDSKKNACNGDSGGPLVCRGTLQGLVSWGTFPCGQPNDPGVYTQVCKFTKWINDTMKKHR
SIAE primary: blocks human sialic acid acetylesterase; inhibition, % at 9.66 µM; SIAE FP-Rh probe binding, fluorescence polarization; 370,000 compounds, 0.69% hits; AID 1053197;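 active = inhibition above a cutoff: mean of compounds within the control limits plus 3 SD of those, cut at about 17% in these data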;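 also: 0% = plate median of compound wells and 100% = probe without SIAE protein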
UHRF1 MBD2 ctr: UHRF1 methyl-DNA binding inhibition; AID 687016; Q96T88; inhibition, % at 4.4 µM; 370,000 compounds, 0.75% hits; UHRF1 binding to methylated oligo, TR-FRET; in the data active = inhibition above about 21%;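 also: UHRF1 SRA domain binding a hemimethylated CpG hairpin DNA probe; 0% = median of test compound wells and 100% = reference inhibitor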
Target sequence (Q96T88 whole entry, looked up, the tested form may be a part): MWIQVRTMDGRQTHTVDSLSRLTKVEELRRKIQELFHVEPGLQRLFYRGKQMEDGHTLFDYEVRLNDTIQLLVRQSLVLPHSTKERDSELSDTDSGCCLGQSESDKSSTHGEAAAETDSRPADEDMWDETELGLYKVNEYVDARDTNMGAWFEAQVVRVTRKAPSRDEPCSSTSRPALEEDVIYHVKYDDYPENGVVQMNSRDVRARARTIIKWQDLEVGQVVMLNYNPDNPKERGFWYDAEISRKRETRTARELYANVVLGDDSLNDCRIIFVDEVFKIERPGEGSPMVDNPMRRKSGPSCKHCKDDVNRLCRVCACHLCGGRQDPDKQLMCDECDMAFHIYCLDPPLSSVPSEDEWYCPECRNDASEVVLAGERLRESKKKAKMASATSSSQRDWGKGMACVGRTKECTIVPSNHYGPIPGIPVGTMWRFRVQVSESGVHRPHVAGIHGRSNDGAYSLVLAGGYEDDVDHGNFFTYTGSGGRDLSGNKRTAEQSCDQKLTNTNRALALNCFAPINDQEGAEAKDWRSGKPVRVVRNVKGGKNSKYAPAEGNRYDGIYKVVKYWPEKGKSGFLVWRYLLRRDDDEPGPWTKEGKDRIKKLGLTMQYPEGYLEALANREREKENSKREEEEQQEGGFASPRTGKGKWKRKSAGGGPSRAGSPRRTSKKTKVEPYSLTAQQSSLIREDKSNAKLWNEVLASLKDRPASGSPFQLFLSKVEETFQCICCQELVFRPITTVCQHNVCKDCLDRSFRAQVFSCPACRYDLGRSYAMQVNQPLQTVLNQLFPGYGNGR
TDP2 inh: blocks human TDP2 phosphodiesterase activity | AID 720702 | recombinant TDP2, T5PNP hydrolysis, p-nitrophenol absorbance 415 nm | inhibition, % at 12.8 µM | 370,000 compounds, 0.34% hits | O95551;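 active = inhibition above the mean of all tested compounds plus 3 SD, set per campaign, cut at about 25% in these data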;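 also: 0% = DMSO with enzyme and 100% = buffer with substrate but no TDP2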
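test system = human TDP2 enzyme | input = TDP2 enzyme at 120 nM final | medium = 50 mM Tris-HCl pH 7.5 with Mg2+, KCl, DTT, BSA | also added = T5PNP substrate, 5 mM | times = 2 h at 37 °C | technique = epi absorbance | benchmarks = high control without enzyme, low control DMSO plus TDP2 | replication = each compound tested once, singlicate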
Tn6 DDE FP: DD(E)-Tn6 binding inhibition, primary FP screen; P02675; Fibrin DD(E) TRITC-Tn6 fluorescence polarization displacement; inhibition, % at 8.3 µM; 370,000 compounds, 0.21% hits; AID 720509;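 active = inhibition above a per-campaign cutoff: mean of compounds within control limits plus 3 SD, cut at about 15% in these data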;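 also: 0% = median of all compound wells on the plate and 100% = blocking peptide control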
Tn7 DDE FP: inhibitors of Tn7 peptide binding to human fibrin DD(E) | FP displacement of FITC-Tn7 peptide from fibrin DD(E); 0% = median of compound wells per plate | inhibition, % at 8.3 µM | 370,000 compounds, 0.13% hits | AID 720508;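 active = inhibition above the mean of compounds falling within the control limits plus 3 SD of them, cut at about 14% in these data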;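 also: 0% = plate median of compound wells and 100% = 10 µM Aha-Tn7 peptide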
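Assay system: human fibrin DD(E). Input: DD(E) 2 µM final. Medium: Tris buffer with calcium and detergent, pH 7.8. Compound dosing: single point at 8.3 µM. Timing: 10 min plus 3 h, room temperature. Technique: fluorescence polarization of the labelled Tn7 tracer. Read-out: percent inhibition. Replicates: singlicate testing.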
TCR-CD3 inh: human TCR-CD3 binding inhibition; TAMRA-labeled TCR probe fluorescence, biochemical; inhibition, % at 9.4 µM; 360,000 compounds, 0.37% hits; AID 651800; in the data active = inhibition above about 19%;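 also: recombinant mutant TCR 2C K166C tagged with TAMRA read by polarization; 0% = receptor in buffer alone and 100% = receptor with positive control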
Numbers without * were called inactive.

SMILES	PRMT1 inh	MBD2 DNA inh	LEDGF integ inh	KLK7 zymogen act	SIAE primary	UHRF1 MBD2 ctr	TDP2 inh	Tn6 DDE FP	Tn7 DDE FP	TCR-CD3 inh
Cc1cc(C=C2C(=O)NC(=S)NC2=O)c(C)n1-c1ccc2c(c1)OCO2	17	-1	6	0.4	-6	9	6	-4	-2	5
O=c1[nH]c2ccccc2n1C1CCN(C(c2cc3ccccc3o2)c2nnnn2Cc2ccccc2)CC1 (centres undefined)	-1	-6	0	-0.8	-13	-1	-5	4	-1	1
O=Cc1cn(Cc2ccc([N+](=O)[O-])cc2)c2ccccc12	2	9	1	-0.8	-6	9	-8	-16	-2	1
COc1ccc(CCn2c(O)c(C=NCCCO)c(=O)[nH]c2=O)cc1OC	3	2	-2	-1.4	3	0	-3	1	1	-4
OCC#CC[N+]1(CC#Cc2ccccc2)CCCC1	5	-5	-2	-0.6	7	-2	-2	0	5	-6
Cc1cc(=O)oc2c(C)c(OCC(=O)N3C[C@H]4C[C@@H](C3)c3cccc(=O)n3C4)ccc12	-2	-2	-3	-1.1	1	0	4	-5	0	10
COc1ccc(CN2C(=O)NC(=O)/C(=C/c3ccc(OC)c(OC)c3OC)C2=O)cc1	17	4	3	-0.1	0	2	5	4	-6	-8
Cc1cc(Cl)ccc1OC(C)C(=O)O (centres undefined)	-2	0	0	-0.6	-4	-3	4	4	-10	6
C=CCn1c(O)c(C(CC)=NCc2ccco2)c(=O)[nH]c1=O	5	3	-9	0.3	-2	2	-9	2	8	-4
CN1CC(C(=O)c2cccc(C(F)(F)F)c2)C(c2ccc(Cl)cc2)C1 (centres undefined)	-2	0	-3	0.0	-2	1	0	6	2	6
C[C@H](NC(=O)CCC(=O)N1C[C@H]2C[C@H](C1)c1cccc(=O)n1C2)c1ccccc1	3	3	-1	-0.3	-5	1	3	11	5	-6
CCC1(CCCC(=O)c2ccc(F)cc2)C(=O)NC(=S)NC1=O	-1	-9	0	-0.7	4	-3	-2	8	10	6
COc1ccc(CCNCc2ccccc2)cc1	5	2	4	-0.2	8	1	4	2	3	-1
O=C(N/N=C/c1c(O)n(Cc2ccccc2)c(=O)[nH]c1=O)c1ccccc1	0	1	-4	-0.4	3	-2	-9	-3	-6	11
Cc1ccc(Oc2cc(NN3CCCCC3)c([N+](=O)[O-])cc2[N+](=O)[O-])c([N+](=O)[O-])c1	2	0	1	0.7	7	4	4	2	1	-4
O=C1NC(=O)C(Nc2ccccc2)C(=O)N1	-5	-5	5	-0.6	5	-2	4	-4	2	-2
CC12CN3CC(C)(CN(C1)C3c1cccs1)C2O (centres undefined)	-1	1	-1	-0.3	-5	7	-4	-6	-4	-1
O=C(CCC(=O)N1C[C@H]2C[C@@H](C1)c1cccc(=O)n1C2)NCc1ccccc1C(F)(F)F	4	0	2	0.9	3	3	4	-6	10	-7
CCCN(CCC)C(=O)Cc1c(-c2ccc(Cl)cc2)nc2c(Cl)cc(Cl)cn12	-2	1	-3	0.1	-5	-2	5	4	-3	3
CCn1c(O)c(N=Nc2cccc(S(=O)(=O)N3CCOCC3)c2)c(=O)n(CC)c1=S	-1	-6	-3	-0.5	-3	11	-5	6	4	5
CS(=O)(=O)NNP(=O)(NNS(C)(=O)=O)NC(=O)c1ccccc1	3	7	-4	-0.6	3	6	3	2	1	-5
O=C1NCN(c2ccccc2)C12CCN(C(c1ccccc1OC(F)(F)F)c1nnnn1C1CCCC1)CC2 (centres undefined)	-5	0	4	0.4	-3	1	-12	-2	-4	4
N#Cc1ccc(Cn2cc(C(=O)c3ccco3)c3ccccc32)cc1	-1	-3	1	1.2	-10	1	-4	-2	-3	5
CCCCCCn1c(N)c(C(=O)NCCN2CCOCC2)c2nc3ccccc3nc21	2	-5	0	-69	3	-2	-17	2	1	1
Cn1nccc1C(=O)N1CCC2(CC1)OCCO2	-3	0	4	-0.5	-11	-4	-6	-2	-3	2
C=CCn1c(O)c(C(CC)=Nc2cccc(C(=O)O)c2)c(=O)[nH]c1=O	11	-5	-2	-0.1	3	3	-5	-8	-7	-8
CC1(C)CN(S(=O)(=O)OCC(Cl)(Cl)Cl)C(=O)N1	-4	-8	3	-0.6	-7	1	-17	5	-4	5
O=C1NC(=S)N(c2ccccc2F)C(=O)/C1=C\c1cccs1	12	1	-3	-0.1	-67	3	-2	-7	-3	-52
CC/C(=N\Nc1cccc2ccccc12)c1c(O)[nH]c(=O)[nH]c1=O	15	-10	4	-2.5	8	-7	20	-1	7	2
CCn1c(O)c(/C=N/N2CCOCC2)c(=O)n(CC)c1=S	-3	2	2	1.6	3	0	1	-5	0	-2
CC(Cc1ccc(O)cc1)NCC(O)c1cc(O)cc(O)c1 (centres undefined)	-3	-3	2	1.3	-1	-1	-12	6	-6	-4
N[C@@H](Cc1c[nH]c2ccccc12)c1nnc(SCc2ccccc2)o1	1	3	-3	1.7	-5	5	-7	3	2	5
C=CCn1c(O)c(C(C)=Nc2cccc(C(F)(F)F)c2)c(=O)[nH]c1=O	14	-4	-4	-0.1	-4	0	2	1	-3	-6
CCN(CC)CCN=Cc1c(O)n(CCc2ccccc2)c(=O)[nH]c1=O	1	-5	1	-0.2	1	-1	1	-1	-5	0
COC(=O)C1=C(c2cc3ccccc3s2)C[C@@H]2CC[C@H]1N2C(=O)NCCCOC(C)C	-3	4	1	-0.1	-2	-1	-8	-7	-7	3
COc1cc(CNCCc2c[nH]c3ccccc23)cc(OC)c1OC	-3	1	-2	-0.7	1	-1	12	-5	5	0
CC1CCN(c2cc(Br)c([N+](=O)[O-])cc2F)CC1	8	-4	-1	-0.5	4	2	1	-2	-2	-4
O=C(Nc1nccs1)C(Cl)(Cl)Cl	-2	-5	-1	0.4	0	-1	5	10	5	2
CC(C)Oc1ccc(CCN)cc1Cl	1	3	-6	-0.1	6	3	-6	-6	0	-5
COc1ccccc1N1C(=O)CC(=O)NC1=O	1	0	2	0.2	-3	-2	9	-5	3	-4
CN(C)[C@@H]1C(=O)C(C(N)=O)=C(O)[C@@]2(O)C(=O)C3=C(O)c4c(O)cccc4[C@@](C)(O)C3C[C@@H]12 (some centres undefined)	19	-2	18*	-0.9	14	11	6	-4	-13	23*
COc1ccc(-c2ccc(OC)c(OC)c2OC)cc1	5	2	-12	-0.1	0	-1	1	4	3	-2
O=C(C1CC(=O)N(C2CCCC2)C1)N1CCC2(CC1)OCCO2 (centres undefined)	-2	7	-1	-0.5	0	2	-8	-5	-5	12
O=C(NCCN1CCC2(CC1)C(=O)NCN2c1ccccc1)c1ccccc1F	-1	1	1	-0.2	2	2	5	-3	-3	-1
O=C(N[C@H]1CP(=O)(Oc2ccccc2)O[C@H](COCc2ccccc2)[C@H]1O)C(Cl)(Cl)Cl (some centres undefined)	3	-3	-2	-0.1	5	-2	7	-4	-6	7
C[C@]12CCC3C(CC[C@H]4C[C@@H](O)CC[C@]34C)C1CC[C@@H]2OC(=O)[C@H](N)CCCCN (some centres undefined)	-5	-1	-3	-0.2	1	0	6	2	4	3
CC(=O)Nc1ccc(C=C2C(=O)NC(=O)NC2=O)cc1	7	-10	1	-0.4	-1	-7	12	7	6	51*
C=CCN1C(=O)NC(=O)C(CCc2ccncc2)(CCc2ccncc2)C1=O	-3	-2	-2	0.1	-3	2	1	12	3	2
COc1ccc(-n2nnnc2C(c2cccs2)N2CCC(n3c(=O)[nH]c4ccccc43)CC2)cc1 (centres undefined)	-3	5	-1	-0.3	6	-3	7	3	7	8
COc1ccc2[nH]c(C)c(CCN3CCC(=O)C(C)C3C)c2c1 (centres undefined)	1	-1	2	0.1	2	1	4	5	-7	8
O=C1CCCN1C(=O)c1cncc(Br)c1	0	-1	-2	0.1	9	-1	10	-4	-1	3
CN(C=O)CP(=O)(O)CN(C)C=O	-1	4	-2	0.7	-13	8	-14	-3	-1	9
O=C(Cc1ccccc1)Oc1ccc(N2C(=O)C3CCCCC3C2=O)cc1 (centres undefined)	0	0	1	0.0	-5	0	3	-3	-7	6

A draw from above in order of heavy-atom count, smallest number first.
SMILES	PRMT1 inh	MBD2 DNA inh	LEDGF integ inh	KLK7 zymogen act	SIAE primary	UHRF1 MBD2 ctr	TDP2 inh	Tn6 DDE FP	Tn7 DDE FP	TCR-CD3 inh
CN(C=O)CP(=O)(O)CN(C)C=O	-1	4	-2	0.7	-13	8	-14	-3	-1	9
CC(C)Oc1ccc(CCN)cc1Cl	1	3	-6	-0.1	6	3	-6	-6	0	-5
O=C1CCCN1C(=O)c1cncc(Br)c1	0	-1	-2	0.1	9	-1	10	-4	-1	3
COc1ccccc1N1C(=O)CC(=O)NC1=O	1	0	2	0.2	-3	-2	9	-5	3	-4
CC(=O)Nc1ccc(C=C2C(=O)NC(=O)NC2=O)cc1	7	-10	1	-0.4	-1	-7	12	7	6	51*
O=C(C1CC(=O)N(C2CCCC2)C1)N1CCC2(CC1)OCCO2 (centres undefined)	-2	7	-1	-0.5	0	2	-8	-5	-5	12
O=C(Cc1ccccc1)Oc1ccc(N2C(=O)C3CCCCC3C2=O)cc1 (centres undefined)	0	0	1	0.0	-5	0	3	-3	-7	6
C=CCN1C(=O)NC(=O)C(CCc2ccncc2)(CCc2ccncc2)C1=O	-3	-2	-2	0.1	-3	2	1	12	3	2
C[C@]12CCC3C(CC[C@H]4C[C@@H](O)CC[C@]34C)C1CC[C@@H]2OC(=O)[C@H](N)CCCCN (some centres undefined)	-5	-1	-3	-0.2	1	0	6	2	4	3
O=C(N[C@H]1CP(=O)(Oc2ccccc2)O[C@H](COCc2ccccc2)[C@H]1O)C(Cl)(Cl)Cl (some centres undefined)	3	-3	-2	-0.1	5	-2	7	-4	-6	7
CN(C)[C@@H]1C(=O)C(C(N)=O)=C(O)[C@@]2(O)C(=O)C3=C(O)c4c(O)cccc4[C@@](C)(O)C3C[C@@H]12 (some centres undefined)	19	-2	18*	-0.9	14	11	6	-4	-13	23*
COc1ccc(-n2nnnc2C(c2cccs2)N2CCC(n3c(=O)[nH]c4ccccc43)CC2)cc1 (centres undefined)	-3	5	-1	-0.3	6	-3	7	3	7	8

Some of the compounds tested, so the mix of outcomes need not match the whole.
